# Screens (PubChem BioAssay)
# GBA activity up – GBA activity enhancers in patient fibroblasts, primary screen, cell-based; 30,000 compounds, 0.44% hits; activation, % at 10 µM; AID 784, 2007; L444P Gaucher fibroblasts, 4-MU-glucoside fluorescence, 3 days; Lysosomal acid glucosylceramidase (Homo sapiens), P04062; in the data active = activation above about 65%;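 note: 0% = vehicle wells and 100% = positive control wells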
# Target sequence (P04062 whole entry L483P): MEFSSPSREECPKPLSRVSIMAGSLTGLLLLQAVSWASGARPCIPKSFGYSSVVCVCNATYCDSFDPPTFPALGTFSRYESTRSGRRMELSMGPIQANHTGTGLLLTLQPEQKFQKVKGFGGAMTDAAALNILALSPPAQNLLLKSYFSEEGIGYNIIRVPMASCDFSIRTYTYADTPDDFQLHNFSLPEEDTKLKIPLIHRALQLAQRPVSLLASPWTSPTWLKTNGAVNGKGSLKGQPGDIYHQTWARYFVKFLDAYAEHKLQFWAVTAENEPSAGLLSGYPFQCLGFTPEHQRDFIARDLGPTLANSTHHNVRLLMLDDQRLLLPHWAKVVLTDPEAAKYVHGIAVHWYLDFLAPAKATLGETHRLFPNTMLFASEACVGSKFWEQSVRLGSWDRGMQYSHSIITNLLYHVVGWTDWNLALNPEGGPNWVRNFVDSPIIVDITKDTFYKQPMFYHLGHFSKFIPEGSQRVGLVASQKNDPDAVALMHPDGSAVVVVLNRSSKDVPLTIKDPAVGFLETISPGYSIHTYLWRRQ
# * = called active by the depositor.
O=C(Cn1cc(C(=O)c2cccs2)c2ccccc21)NCC1CCCO1 (stereo not given)
  GBA activity up = -6

Cc1cc2ccccc2n2c(SCC(=O)N3CCN(C(=O)c4ccco4)CC3)nnc12
  GBA activity up = -7

CSc1ccc(C2C(C#N)=C(N)Oc3c2ccc(=O)c2c(C)oc(C)c32)cc1 (stereo not given)
  GBA activity up = -16

Cc1ccc2c(c1)N(CC(=O)NCc1cccs1)C(=O)CO2
  GBA activity up = -17

O=C(NCCCN1CCCC1=O)C1CCN(S(=O)(=O)N2CCOCC2)CC1
  GBA activity up = -22

CCN(CC)CCNC(=O)Cc1c(C(=O)O)n(C)c2ccccc12
  GBA activity up = 2

O=C(COc1ccc(F)cc1)Nc1ccc(-n2cnnn2)cc1
  GBA activity up = 2

O=C(Cn1cnc2ccccc2c1=O)NCCC(=O)Nc1ccc2c(c1)OCCO2
  GBA activity up = -29

CCOc1ccccc1NC(=O)Cn1c(C)cc(COC)c(C#N)c1=O
  GBA activity up = 4

Cc1ccc(NC(=O)c2noc3c2CCCCC3)cc1C
  GBA activity up = -18

O=C(O)COc1ccc(-c2nnn(CC(=O)O)n2)cc1
  GBA activity up = -5

O=C(CSCc1ccccc1)NC1CCSC1=O (stereo not given)
  GBA activity up = -34

COc1cccc(C2CC(c3ccccc3Cl)Nc3ncnn32)c1 (stereo not given)
  GBA activity up = 7

CCOC(=O)c1ccc(S(=O)(=O)N2CCN(CC(=O)NC(=O)NC3CCCCC3)CC2)cc1
  GBA activity up = -16

O=C(NCc1ccco1)c1ccc2snnc2c1
  GBA activity up = 10

CCn1cc(C(=O)NCc2ccc(OC)cc2OC)c(=O)c2ccc(C)nc21
  GBA activity up = -10

COc1cccc(NC(=O)c2nc3ncccn3n2)c1
  GBA activity up = -14

COC(=O)c1cccc(C(=O)Nc2ccc(C)cc2)n1
  GBA activity up = 5

CCC(c1nnnn1C(C)(C)C)N(CCOC)Cc1cc2cccc(C)c2n2nnnc12 (stereo not given)
  GBA activity up = -22

CCCOc1ccc(C(=O)C(c2ccccc2)N2CCOCC2)cc1 (stereo not given)
  GBA activity up = 0

NC(=O)c1ccc(-n2nnnc2Oc2ccccc2)cc1
  GBA activity up = -17

COc1cc(CO)cc(Br)c1OCC(=O)N1CCCCC1
  GBA activity up = 6

CCc1nnc(NC(=O)CN2CCN(c3ccccc3OC)CC2)s1
  GBA activity up = -24

Cc1cc2c(=O)n(Cc3ccco3)c(SCC(=O)N3CCCc4ccccc43)nc2s1
  GBA activity up = 8

CCCCC1CCC(C(=O)NC2CCS(=O)(=O)C2)CC1 (stereo not given)
  GBA activity up = -10

COc1ccc2nc(SCC(N)=O)cc(C)c2c1
  GBA activity up = -26

O=C(Nc1cccc(F)c1)N1CC=C(n2c(=O)[nH]c3ccccc32)CC1
  GBA activity up = -1

CN(CCCNC(=O)COc1cc(=O)n(C)c2ccccc12)Cc1ccccc1
  GBA activity up = -38

CCOC(=O)N1CCN(C(=O)CSc2nnc(CNC(=O)c3ccccc3F)o2)CC1
  GBA activity up = -34

Cc1sc2ncnc(Sc3nnnn3-c3ccccc3)c2c1C
  GBA activity up = -4

CCn1nnc(NC(=O)c2cc(Cl)c(OC)c(Cl)c2)n1
  GBA activity up = 5

C=CCn1sc(=N)c(C#N)c1N
  GBA activity up = -17

COc1ccc(-c2nc3n(n2)C(c2ccncc2)C(C(N)=O)=C(C)N3)cc1 (stereo not given)
  GBA activity up = 9

COc1ccc2c(CC(=O)N(C)CC3COc4ccccc4O3)coc2c1 (stereo not given)
  GBA activity up = -10

CCCc1cc(=O)[nH]c(=S)[nH]1
  GBA activity up = -5

COc1ccc(C)cc1NC(=O)CCC(=O)Nc1ccc2nc(N3CCN(C)CC3)cc(C)c2c1
  GBA activity up = -24

CCc1nnc(NC(=O)CSc2nnc(CCc3nc4ccccc4[nH]3)n2C)s1
  GBA activity up = -8

CCOC(=O)CSCC(=O)Nc1cc(C)ccc1C
  GBA activity up = -3

FC(F)(F)c1cccc(NCc2cn3cccnc3n2)c1
  GBA activity up = -6

CCCC(=O)n1nc(-c2ccc(Cl)cc2)nc1SC
  GBA activity up = 5

COc1ccccc1NC(=O)C1=C(C)Nc2nnnn2C1c1ccncc1 (stereo not given)
  GBA activity up = -13

COc1ccc(Cl)cc1Nc1nc(N2CCCC2)nc(N2CCCC2)n1
  GBA activity up = -18

CCOc1ccccc1/C=c1\sc2nc(-c3ccco3)nn2c1=O
  GBA activity up = -6

COc1ccc(CCNC(=O)c2c(O)c3c([nH]c2=O)CCCC3)cc1
  GBA activity up = 2

COc1ccc(N(C(=O)c2ccco2)S(=O)(=O)c2cc(OC)ccc2OC)cc1
  GBA activity up = -9

# New compounds follow:
structure	GBA activity up
O=C(c1ccc2c(=O)n(-c3ccccc3)c(=O)[nH]c2c1)N1CCN(c2ccc(F)cc2)CC1	-7
O=C(O)CSC1CC(=O)N(c2ccc(Cl)cc2)C1=O (stereo not given)	8
Cc1oc(-c2ccccc2F)nc1CS(=O)(=O)CC(=O)NCCCN(C)C1CCCCC1	-4
CC(NC(=O)c1cc2sccc2n1C)c1ccc2c(c1)OCCO2 (stereo not given)	-16
Cc1cccc(-n2ncc3c(N4CCN(c5nc(C)cc(C)n5)CC4)ncnc32)c1	-10
CC1=Nc2ncnn2C(c2ccccc2)/C1=N\O (stereo not given)	-6
CC(=O)C1=C(C)NC(=O)NC1c1cccc(O)c1 (stereo not given)	4
Cn1c(NCc2ccco2)nc2c1c(=O)n(Cc1ccc(Cl)cc1)c(=O)n2C	-7
C=CCc1c(C)nc(SC)nc1Nc1ccc(C(=O)O)cc1	-12
CCOC(=O)c1ccc(NC(=O)CN2C(=O)CNC2=O)cc1	10
O=C(C1Cc2ccccc2CN1S(=O)(=O)c1cccs1)N1CCCCCC1 (stereo not given)	0
CCOCCc1nnc(NC(=O)COC)s1	-47

# The listing continues.
structure	GBA activity up
CCOc1cc(N2CCOCC2)c(OCC)cc1NC(=O)c1ccc(=O)n(Cc2ccccc2)n1	-2
Brc1cccc(-c2nnco2)c1	4
CCCc1[nH]nc2c1C(c1cc(OC)ccc1F)C(C#N)=C(N)O2 (stereo not given)	3
COCC(=O)Nc1ccc(C)c(Cl)c1	16
O=C(CN1C(=O)CC(c2ccccc2)=Nc2ccccc21)NCc1ccco1	47
c1nc(NCC2CCCO2)c2[nH]cnc2n1 (stereo not given)	-17
COc1ccc(CCNC(=O)CSc2nc(C)nc3c2c(=O)n(C)c(=O)n3C)cc1OC	-16
Cc1cc(=O)[nH]c(SCc2nc3ccccc3s2)n1	10
CCC(=O)N1CCc2cc(S(=O)(=O)NC(C(=O)NCc3ccc(F)cc3)C(C)C)ccc21 (stereo not given)	2
CC(=O)Nc1ccc(-c2nnn(CC(=O)c3ccccc3)n2)cc1Cl	-1
COc1cccc(-n2c(SCC(=O)N3CCOCC3)nnc2-c2c[nH]c3ccccc23)c1	-18
Cc1cccc(NC(=O)c2snc3c(=O)[nH]cnc23)c1	-57

# In the list so far, these have a COOH group.
structure	GBA activity up
CCN(CC)CCNC(=O)Cc1c(C(=O)O)n(C)c2ccccc12	2
O=C(O)COc1ccc(-c2nnn(CC(=O)O)n2)cc1	-5
O=C(O)CSC1CC(=O)N(c2ccc(Cl)cc2)C1=O (stereo not given)	8
C=CCc1c(C)nc(SC)nc1Nc1ccc(C(=O)O)cc1	-12

# Gathered by group, the compounds so far with a cyano group.
structure	GBA activity up
CSc1ccc(C2C(C#N)=C(N)Oc3c2ccc(=O)c2c(C)oc(C)c32)cc1 (stereo not given)	-16
CCOc1ccccc1NC(=O)Cn1c(C)cc(COC)c(C#N)c1=O	4
C=CCn1sc(=N)c(C#N)c1N	-17
CCCc1[nH]nc2c1C(c1cc(OC)ccc1F)C(C#N)=C(N)O2 (stereo not given)	3

# (continued)
structure	GBA activity up
CCOc1ccc(-c2[nH]nc3c2C(c2ccc4c(c2)OCO4)C(C#N)=C(N)O3)cc1OC (stereo not given)	-2
O=C(CSc1nc(-c2ccco2)cc(C(F)(F)F)n1)N1CCc2ccccc2C1	-3
O=S(=O)(NCCc1ccccc1)c1cccc(S(=O)(=O)N2CCOCC2)c1	-1
Cc1cc(C)cc(N(CC(=O)NCc2cccnc2)S(C)(=O)=O)c1	-8
CCc1cccc(C)c1NC(=O)C1C2CCC(O2)C1C(=O)O (stereo not given)	-14
CCOC(=O)C1CCN(C(=O)C2CCN(c3nc4ccc(OC)cc4s3)CC2)CC1	-49
Cc1ccc(S(=O)(=O)c2nc(-c3ccc(F)cc3)oc2SCC(N)=O)cc1	-21
Cc1cc(C)n(CC(O)COc2ccccc2C(=O)Nc2ccccc2)n1 (stereo not given)	15
N#Cc1c(N)nc(-c2ccccc2)nc1-c1ccccc1	-18
c1ccc2c(c1)ncn2CCn1cnc2ccccc21	-21
CCc1ncc(C(=O)c2ccc(OC)cc2)n1C	9
CC(Cc1cccs1)NC(=O)NC1CCCCC1 (stereo not given)	-1

# Next entries.
structure	GBA activity up
COC(=O)c1[nH]c2cccc(OC)c2c1NC(=O)CCN1CCC(C)CC1	-10
CCOC(=O)C1=C(C)NC(C)=C(C(=O)OCC)C1C(=O)OCC(=O)N1CCC(C)CC1	-10
O=C(CN(CC1CCCO1)C(=O)CNS(=O)(=O)c1ccccc1)NCc1ccccc1 (stereo not given)	-29
O=S(=O)(c1cccc(-c2nnc(SCc3nc4ccccc4s3)o2)c1)N1CCOCC1	-15
COc1ccc(C)cc1S(=O)(=O)Nc1ccc(F)c(Cl)c1	-13
O=C(CC1(O)C(=O)Nc2cc(Cl)cc(Cl)c21)c1ccncc1 (stereo not given)	-16
CCCCc1nc2ccccc2c(=O)n1NC(=O)c1c(O)c2cccc3c2n(c1=O)CC3	4
COc1ccc(-c2ccc(-c3nnc(-c4cc(OC)ccc4OC)o3)cc2)cc1	53
CC(C)N(C(=O)CSc1nnc(NC(=O)C2CCC2)s1)C(C)C	10
CCCCn1nc(C(=O)NC2=NCCS2)c2ccccc2c1=O	-11
N#Cc1cn(-c2ccccc2)nc1-c1ccc2c(c1)OCCO2	-17
CN1CCN(S(=O)(=O)c2ccc(N(C)CC(=O)Nc3ccc(F)cc3)nc2)CC1	-17

# Continuation.
structure	GBA activity up
O=C(NCc1ccco1)C(c1ccccc1)N(Cc1cccnc1)C(=O)Cn1nnc2ccccc21 (stereo not given)	-18
CC(C(=O)NCc1cccnc1)N1C(=O)c2ccccc2C1=O (stereo not given)	-3
COC(=O)C1=C(C)NC2=C(C(=O)CC(C)(C)C2)C1c1cccc(C)n1 (stereo not given)	-10
CCCc1nc2oc(C(=O)OCC)c(N)c2c2c1COC(C)(C)C2	-11
C=CCn1c(SCC(=O)Nc2cccc(C(=O)OC)c2)nnc1C(C)NC(=O)c1cccs1 (stereo not given)	11
CCCCS/C(=C(/C#N)C(N)=O)c1cc2c([nH]1)CCCC2	-11
Cc1ccc(-n2ncc3c(=O)n(CC(=O)OCc4ccccc4)cnc32)cc1	4
CCOc1ncccc1C(=O)Nc1ccccc1C(=O)NCc1ccc2c(c1)OCO2	-18
COc1ccc(OC)c(S(=O)(=O)NCc2ccccc2)c1	-5
COC(=O)c1cn(NC(=O)c2cccc(N(C)C)c2)c(=O)c2ccccc12	-41
Cc1ccc(-c2nnn(CC(=O)N(c3cccc(O)c3)C(C(=O)NC(C)(C)C)c3cccs3)n2)o1 (stereo not given)	-18
CC1(CC(=O)O)C(=O)N=C2C=CC=CN21 (stereo not given)	0

# Continued, overlapping the part above by 7 compounds.
structure	GBA activity up
CCCCS/C(=C(/C#N)C(N)=O)c1cc2c([nH]1)CCCC2	-11
Cc1ccc(-n2ncc3c(=O)n(CC(=O)OCc4ccccc4)cnc32)cc1	4
CCOc1ncccc1C(=O)Nc1ccccc1C(=O)NCc1ccc2c(c1)OCO2	-18
COc1ccc(OC)c(S(=O)(=O)NCc2ccccc2)c1	-5
COC(=O)c1cn(NC(=O)c2cccc(N(C)C)c2)c(=O)c2ccccc12	-41
Cc1ccc(-c2nnn(CC(=O)N(c3cccc(O)c3)C(C(=O)NC(C)(C)C)c3cccs3)n2)o1 (stereo not given)	-18
CC1(CC(=O)O)C(=O)N=C2C=CC=CN21 (stereo not given)	0
CCC(O)CNc1nc(SC)nc2sc3c(c12)CCN(C)C3 (stereo not given)	-12
Cc1nnc(SCC(=O)N2CC(=O)Nc3ccccc32)n1-c1ccccc1	-18
O=C(CCN1CCOCC1)Nc1cccc(Br)c1	6
CCOC(=O)c1cc(-c2cccnc2)nn1-c1ccccn1	3
COCCn1cnc2c(c1=O)c1nc3ccccc3nc1n2/N=C/c1cccc(OC)c1OC	-6
COc1ccc(OC)c(C(=O)C2COC(=O)C2)c1 (stereo not given)	-10
Cc1c(NC(=O)c2cc(=O)[nH]c(=O)[nH]2)c(=O)n(-c2ccccc2)n1C	-22
O=C(COC(=O)c1ccc(N2CCCC2=O)cc1)NCc1ccco1	2
CCCCN=c1sc(C(=O)OC)cc(=O)n1CCCC	5

# Looked up above:
# Value of O=C(CSc1nc(-c2ccco2)cc(C(F)(F)F)n1)N1CCc2ccccc2C1 under GBA activity up: -3
# Value of CCCCS/C(=C(/C#N)C(N)=O)c1cc2c([nH]1)CCCC2 under GBA activity up: -11
# Value of CCCCN=c1sc(C(=O)OC)cc(=O)n1CCCC under GBA activity up: 5
# Value of O=C(COC(=O)c1ccc(N2CCCC2=O)cc1)NCc1ccco1 under GBA activity up: 2

# This is a subset; count on the stated rates, not on these rows.
